Assay outcomes as filed in PubChem BioAssay.
BL2 CD40 inh – inhibitors of CD40-induced NF-kB signaling, primary screen, BL2 cells, luciferase reporter, single point | hit rate 0.94% among 83,000 | AID 1053188, 2014 | CD40L-induced, 4 h | inhibition, % at 10 µM;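 active = mean inhibition of at least 50% with a set share of replicates also reaching that level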;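 note: 0% = neutral control wells and 100% = IKK inhibitor VII at 50 µM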
Active calls of the source: *; & = joins results of further samples; [ ] = another dose, or the depositor's remark. These rows are one share of the data; count on the stated rates, not on these rows.

SMILES	BL2 CD40 inh
CS(=O)(=O)c1ccc(Cl)c(NC(=O)COC(=O)CCc2c[nH]c3ccccc23)c1	0
CC1CCCCCCC1OC(=O)c1ccccc1C(=O)O (stereo unspecified)	-2
O=C(Cc1ccccc1)Nc1cccc(N2CCCC2)c1	13
CC(=O)N1[C@H](CO)[C@H](c2ccccc2)[C@H]1CN(C(=O)c1cccc(F)c1)C(C)C	-10[25 µM]
COc1cc(NC(=O)C2CCN(S(=O)(=O)c3cccs3)CC2)cc(OC)c1	2
CC(OC(=O)CCN=C1NS(=O)(=O)c2ccccc21)C(=O)Nc1ccccc1F (stereo unspecified)	9
COc1ccc(S(=O)(=O)N2CC[C@@H]3[C@H]2c2cc(Br)ccc2N[C@@H]3CO)cc1	10[25 µM]
C/C=C/c1ccc([C@@H]2[C@@H](CO)N(C(C)=O)[C@H]2CNC(=O)c2ccncc2)cc1	0
COC(=O)c1ccc(N2CCN(C)CC2)c(NC(=O)c2cccnc2)c1	5
CC(=O)N1[C@@H]2CN(S(C)(=O)=O)C[C@H]1C2c1ccccc1 (stereo partly specified)	3
O=C(C1CC1)N1C[C@@H]2[C@H](c3ccccc31)[C@H](CO)N2C(=O)Nc1cccc(F)c1	8
N#C[C@H]1[C@@H](c2ccc(-c3ccccc3F)cc2)[C@H](CO)N1C(=O)C1CCC1	14[25 µM]
C[C@@H]1CN(C)C(=O)Cc2cc([N+](=O)[O-])ccc2O[C@H]1CN(C)C(=O)OC(C)(C)C	5
CCOC(=O)c1[nH]c(C)c(C(=O)OCC(=O)N2CCCCC2C)c1C (stereo unspecified)	3
CC(C)[C@@H]1CCc2cnnn2COC[C@H](Cc2ccccc2)NC1=O	2[25 µM]
C[C@@H]1CN([C@H](C)CO)C(=O)c2cc(-c3cccc(C#N)c3)cnc2O[C@H]1CN(C)C(=O)C1CCOCC1	-10[25 µM]
CC(C)OC(=O)CC1C(=O)NCCN1C(=S)NC(=O)c1ccccc1Cl (stereo unspecified)	-4
O=C(NCCOc1ccccc1F)C1CC(=O)N(c2ccc3c(c2)OCCO3)C1 (stereo unspecified)	6
O=C(COC(=O)c1ccco1)Nc1ccc2c(c1)OCCO2	-65
CN(C)CC(=O)N1[C@H](C#N)[C@@H](c2ccc(C#Cc3cccnc3)cc2)[C@H]1CO	-8[25 µM]
COc1ccc(NC(=O)Cn2c(=O)n(Cc3ccco3)c(=O)c3ccccc32)cc1	4
CNC(=O)c1ccc(NC(=O)Cc2ccc(S(=O)(=O)N3CCOCC3)s2)cc1	3
COC(=O)c1ccc(COc2ccc(C(=O)c3ccccc3)cc2)o1	6
Cn1cc([N+](=O)[O-])c(C(=O)Nc2ccc(C3CCCCC3)cc2)n1	-63
CN1CCN(S(=O)(=O)c2ccc(N3CCN(C(=O)c4ccccc4)CC3)nc2)CC1	6
(cont.)
SMILES	BL2 CD40 inh
COc1ccc(C#Cc2ccc3c(c2)O[C@H](CN(C)C(=O)CN2CCOCC2)[C@@H](C)CN([C@H](C)CO)S3(=O)=O)cc1	-3[25 µM]
O=C(COc1ccc(Cl)cc1)OCC(=O)N1CCCC1	16
CN(CC(=O)Nc1ccc(F)cc1)C(=O)COC(=O)CNC(=O)c1sc2ccccc2c1Cl	-2
CN(C)C(=O)CNc1ccn2nc(-c3cccc(OCCN4CCOCC4)c3)cc2n1	-13
COc1ccc(-n2nnnc2-c2cn(C)nc2C(F)(F)F)cc1	13
Cc1noc(C)c1CSCC(=O)Nc1ccc(Br)cc1Cl	9
O=C1CSc2ccc(C(=O)N3CCN(c4ccccn4)CC3)cc2N1	1
CN(C[C@@H]1[C@@H](c2ccccc2)[C@@H](CO)N1Cc1ccccn1)S(C)(=O)=O	-2[25 µM]
O=C(NC1CCC(O)CC1)c1cc(-c2ccc(Cl)cc2)nc2ccccc12 (stereo unspecified)	-1
c1ccc(-n2c(Sc3cnccn3)nnc2-c2cccs2)cc1	6
C[C@@H]1CN([C@@H](C)CO)C(=O)CCCn2nncc2CO[C@@H]1CN(C)Cc1ccc2cccnc2c1	2[25 µM]
O=C(NC1CCCCCCC1)c1cccs1	-41
CN(CC(=O)Nc1c(Cl)cccc1Cl)C(=O)CC1Sc2ccccc2NC1=O (stereo unspecified)	-23
COc1cccc(/C=N/NC(=O)c2nnn(-c3nonc3N)c2CN(C)C2CCCCC2)c1	1
COc1ccccc1NC(=O)N1[C@@H](C#N)[C@@H](c2ccccc2)[C@@H]1CO	-5[25 µM]
O=S(=O)(c1ccc(F)cc1)N1CC[C@@H]2[C@H](CO)Nc3ccc(C#CC4CC4)cc3[C@@H]21	1
CCCNC(=O)N1CC2(C1)CN(Cc1ccc(F)cc1)[C@H](CO)c1[nH]c3cc(OC)ccc3c12	4[25 µM]
COc1ccc(CN(C)C(=O)C(CCSC)NS(=O)(=O)c2ccc3c(c2)OCCO3)c(OC)c1OC (stereo unspecified)	-4
CCCNC1(C(N)=O)CCN(Cc2ccccc2)CC1	3
CO[C@@H]1CN(C)C(=O)c2ccc(NC(=O)Nc3ccccc3F)cc2OC[C@@H](C)N(CC2CC2)C[C@H]1C	-5[25 µM]
CC(=O)N1[C@H](CN(C)C(=O)C2CCC2)[C@@H](c2ccccc2)[C@@H]1CO	7[25 µM]
O=C(OCC(=O)N1CCOCC1)c1ccccc1OCc1ccccc1Cl	-6
CCOc1ccc(CCNC(=O)COC(=O)Cc2ccc(F)cc2)cc1OCC	1
Cn1c(NCCc2ccncc2)nc2cc(-c3cccc(C(F)(F)F)c3)sc2c1=O	-25
COc1ccc2nc3oc(C(=O)NC4CCN(Cc5ccccc5)CC4)cc3cc2c1	17

At a glance, some entries already given.
SMILES	BL2 CD40 inh
CN(CC(=O)Nc1ccc(F)cc1)C(=O)COC(=O)CNC(=O)c1sc2ccccc2c1Cl	-2
CN(C)C(=O)CNc1ccn2nc(-c3cccc(OCCN4CCOCC4)c3)cc2n1	-13
COc1ccc(-n2nnnc2-c2cn(C)nc2C(F)(F)F)cc1	13
Cc1noc(C)c1CSCC(=O)Nc1ccc(Br)cc1Cl	9
O=C1CSc2ccc(C(=O)N3CCN(c4ccccn4)CC3)cc2N1	1
CN(C[C@@H]1[C@@H](c2ccccc2)[C@@H](CO)N1Cc1ccccn1)S(C)(=O)=O	-2[25 µM]
O=C(NC1CCC(O)CC1)c1cc(-c2ccc(Cl)cc2)nc2ccccc12 (stereo unspecified)	-1
c1ccc(-n2c(Sc3cnccn3)nnc2-c2cccs2)cc1	6
C[C@@H]1CN([C@@H](C)CO)C(=O)CCCn2nncc2CO[C@@H]1CN(C)Cc1ccc2cccnc2c1	2[25 µM]
O=C(NC1CCCCCCC1)c1cccs1	-41
CN(CC(=O)Nc1c(Cl)cccc1Cl)C(=O)CC1Sc2ccccc2NC1=O (stereo unspecified)	-23
COc1cccc(/C=N/NC(=O)c2nnn(-c3nonc3N)c2CN(C)C2CCCCC2)c1	1
COc1ccccc1NC(=O)N1[C@@H](C#N)[C@@H](c2ccccc2)[C@@H]1CO	-5[25 µM]
O=S(=O)(c1ccc(F)cc1)N1CC[C@@H]2[C@H](CO)Nc3ccc(C#CC4CC4)cc3[C@@H]21	1
CCCNC(=O)N1CC2(C1)CN(Cc1ccc(F)cc1)[C@H](CO)c1[nH]c3cc(OC)ccc3c12	4[25 µM]
COc1ccc(CN(C)C(=O)C(CCSC)NS(=O)(=O)c2ccc3c(c2)OCCO3)c(OC)c1OC (stereo unspecified)	-4
CCCNC1(C(N)=O)CCN(Cc2ccccc2)CC1	3
CO[C@@H]1CN(C)C(=O)c2ccc(NC(=O)Nc3ccccc3F)cc2OC[C@@H](C)N(CC2CC2)C[C@H]1C	-5[25 µM]

(cont.)
SMILES	BL2 CD40 inh
CC(C)COC(=O)N(C)C[C@@H]1OCc2ccccc2-c2c(n(C)c3ccccc23)C(=O)N([C@@H](C)CO)C[C@@H]1C	9[25 µM]
Oc1ccccc1OCCOc1ccccc1OCCOc1ccccc1O	-10
C[C@H](CO)N1C[C@H](C)[C@H](CN(C)C(=O)Nc2cccc(C(F)(F)F)c2)OCc2cn(nn2)CCCC1=O	0[25 µM]
COc1cccc(-c2ccc(C3[C@H]4CNC[C@@H]3N4C(=O)Nc3ccccc3Cl)cc2)c1 (stereo partly specified)	-11&-18[25 µM]
COc1ccc(CNC(=O)C2CCN(S(=O)(=O)c3ccc4nc5c(c(C(=O)O)c4c3)CCCC5)CC2)cc1	-20
Cc1ccc(C)c(COC(=O)c2cccc(S(=O)(=O)N3CCCC3)c2)c1	6
CCC(C)(C)C1CCc2[nH]nc(C(=O)NN)c2C1 (stereo unspecified)	6
Cc1cc(C)c2c(-n3cccc3)nn(CC#N)c2n1	19
O=C(Nc1ccc(N2CCOCC2)cc1)c1ccc(COc2ccccc2)cc1	4
Cc1ccc(S(=O)(=O)N2CCCC2CNC(=O)c2ccccc2)cc1 (stereo unspecified)	-9
CCC(=O)N1CCCCN2[C@H](CO)[C@H](c3ccc(C#Cc4ccccc4)cc3)[C@@H]2C1	22[25 µM]
N#Cc1nc(-c2ccccc2F)oc1N1CCCC1	-35
Cc1ccc(C)c(N2N=C(C(=O)OCc3nnc(-c4cccs4)o3)CCC2=O)c1	5
COc1ccc2[nH]c(C(=O)O)c(CCNC(C)=O)c2c1	2
O=C(C[C@@H]1CC[C@H]2[C@@H](COC[C@@H](O)CN2C(=O)Nc2ccccc2)O1)NCc1ccccc1F	-12[25 µM]
CCc1cc(C(=O)N/N=C/c2c(C)[nH]c3ccccc23)cs1	10
CC(C)NC(=O)N1CC[C@H]2[C@@H]1c1cc(C#Cc3ccccc3)ccc1N(C)[C@H]2CO	-13[25 µM]
Cc1noc(C)c1NC(=O)Nc1ccc2c(c1)C(=O)N([C@@H](C)CO)C[C@@H](C)[C@H](CN(C)S(=O)(=O)c1cccs1)OCCCC[C@H](C)O2	-13[25 µM]
COCC#Cc1ccc([C@@H]2[C@@H](CO)N3CCCCN(Cc4ccccc4F)C[C@H]23)cc1	-2[25 µM]
CO[C@H]1CN(C)C(=O)c2cc(NC(=O)C3CCC3)ccc2OC[C@H](C)N(Cc2ccc(F)cc2)C[C@@H]1C	-2
CN(Cc1nc2ccccc2c(=O)[nH]1)C(=O)c1cc2c(s1)CCCCC2	7
CCOC(=O)C1(C)CCCN(C(=O)c2cc(OC)c(OC)c(OC)c2)C1 (stereo unspecified)	2
NC(c1ccc(F)c(F)c1)c1nc(-c2cc(F)cc(F)c2)cs1 (stereo unspecified)	-7
O=c1[nH]c2ccccc2c(=O)n1Cc1ccco1	-2
CN1CCN(C(=O)[C@H]2[C@H](CO)[C@H]3Cn4c(ccc(C5=CCCC5)c4=O)[C@@H]2N3S(C)(=O)=O)CC1	-13[25 µM]
Next compounds follow.
SMILES	BL2 CD40 inh
C/C=C/c1ccc([C@H]2[C@@H](CO)N(CC3CCCCC3)[C@@H]2CNC(C)C)cc1	-6[25 µM]
CN(Cc1cccnc1)C(=O)c1cc(S(=O)(=O)Nc2ccccc2F)ccc1Cl	3
COCc1c(C(=O)NCc2ccccc2CN2CCCC2)oc2ccccc12	-2
Cc1ccccc1C(=O)NC1CCN(CC(=O)NCc2cccs2)CC1	21
Cc1ccc(S(=O)(=O)NCC(c2cccnc2)N2CCc3ccccc32)cc1 (stereo unspecified)	7
Cc1noc(C)c1S(=O)(=O)Nc1ccc(C(=O)NC2CCCCCC2)cc1	3
O=C(Cn1ncc(Cl)c(Cl)c1=O)c1ccc2c(c1)OCCO2	98*
Cn1cnc(S(=O)(=O)N2CCN(C(c3ccccc3)c3ccccc3)CC2)c1	-5
COc1cccc(OC)c1OC(=O)c1ccccc1	6
CCCN(C(=O)Cc1coc2cc(OC)ccc12)C1CCS(=O)(=O)C1 (stereo unspecified)	-7
COc1ccc(Cl)c(NCCC(=O)O)c1	6
CNC(=O)C[C@H]1CC[C@H]2[C@H](COc3ccc(NS(=O)(=O)c4ccc(F)cc4)cc3C(=O)N2C)O1	-16[25 µM]
Cc1cccc(NC(=O)COc2ccc(Br)cc2)n1	-72
COc1cccc(NC(=O)N2CCCC2C(=O)NCc2ccccc2F)c1 (stereo unspecified)	-3
Cc1ccc2c(c1)C(C)(C)[C@]1(C)NC(=O)CCN21	7
COc1ccc(-c2ccc3n(c2=O)C[C@@H]2[C@@H](CO)[C@H](C(=O)NCC4CC4)[C@H]3N2S(C)(=O)=O)cc1	2[25 µM]
CO[C@H]1CN(C)C(=O)c2cc(NC(=O)c3ccc(Oc4ccccc4)cc3)ccc2OC[C@@H](C)NC[C@H]1C	-3[25 µM]
O=C1CCCN1c1ccc([N+](=O)[O-])cc1	-1
O=C(Oc1ccc[nH]c1=O)C1CC1	1
O=C(c1ccccc1)c1ccc2nc[nH]c2c1	-54
O=C1c2cccnc2C(O)N1C1CCCCC1 (stereo unspecified)	2
CC(C)C[C@H]1COCc2cn(nn2)CC[C@H](C)C(=O)N1	4[25 µM]
O=S(=O)(Nc1ccccc1N1CCCC1)c1ccccc1C(F)(F)F	4
O=C(CN1CCCC1)N1c2ccccc2C=Cc2ccccc21	11
CC(CC(=O)O)n1nnc2ccccc21 (stereo unspecified)	-3
(cont.)
SMILES	BL2 CD40 inh
Cc1c(C(=O)Nc2cccc([N+](=O)[O-])c2)csc1-c1ccccc1	-72
COc1ccc(N(Cc2ccccc2)S(=O)(=O)c2cccc(C(=O)Nc3ncccc3C)c2)cc1	-2
COC1=C(C)C(=O)C2=C(C1=O)C1C3CC4=C(C(=O)C(OC)=C(C)C4=O)C(CNC(=O)C(C)=O)N3C(C#N)C(C2)N1C (stereo unspecified)	48
O=c1[nH]c(CN2CCc3ccccc3C2)nc2ccccc12	-21
CC(Oc1ccc(Cl)cc1Cl)C(=O)NCCCN(C)C (stereo unspecified)	10
N#C[C@H]1[C@H](c2ccccc2C2=CCCC2)[C@H](CO)N1C(=O)NC1CCCCC1	11[25 µM]
Cc1c(N)cc(S(=O)(=O)O)cc1NC(=O)c1cccc([N+](=O)[O-])c1	11
O=C(NC1c2ccccc2-c2ccccc21)N1CCOCC1	1
Cc1ccc(CNC(=O)COc2cccc3c2OC(C)(C)C3)cc1	2
CC1(C)NC(C(=O)O)Cc2c1[nH]c1ccccc21 (stereo unspecified)	3
O=c1cc(O)nc2n1CCCS2	2
Cc1csc(NC(=O)c2ccncc2)n1	-11
CC(=O)c1ccc(Oc2cc(C)nc(NCc3ccccc3)n2)cc1	-1
COc1ccc(NC(C)=O)cc1NC(C)C(=O)Nc1cccc(S(=O)(=O)N2CCOCC2)c1 (stereo unspecified)	3
CN(Cc1ncc[nH]1)C(=O)c1cc(COc2c(F)cccc2F)on1	2
